From PubChem BioAssay
Measles CPE = protection of cells from measles virus; Measles virus-infected cells, CPE protection, absorbance; actives 1.5% (n = 140,000); protection (pct of control), % at 4 µM; AID 841; in the data active means protection mostly above about 24%, no sharp cut-off; inactive means mostly below about 26%; further: some compounds called inactive have numbers as strong as hits
bCat KO growth = beta-catenin-lacking colon tumor cell growth suppression; HCT116 beta-catenin knockout viability, CellTiter-Glo, 60 h; hits give low values; viability, % at 10 µM; actives 1.5% (n = 140,000);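 active means viability at or under a set limit, the compound median less 4 SD, cut at about 6% in these data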;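 further: 0% = Hyamine 1622 control at 20 µM and 100% = untreated cell control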
E-sel TNF inh = blocks E-selectin expression induced by TNF alpha. HUVEC TNFa-induced E-selectin immunofluorescence, high content. inhibition, % at 2 µM. actives 0.71% (n = 120,000). AID 1246;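 active means inhibition above the batch mean plus 3 SD, and confirmed as a hit on visual image review, cut at about 43% in these data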;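 further: 0% = TNF-stimulated DMSO wells and 100% = unstimulated control wells; not every result past the cut was called active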
PTEN del growth = growth suppressors of cells with PTEN tumor suppressor deletion. viability, % at 10 µM. AID 827. actives 1.2% (n = 140,000). HCT116 PTEN-null viability, CellTiter-Glo, 60 h; hits give low values;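 active means viability at or below a set limit, 4 SD under the median of all tested compounds, cut at about 3.7% in these data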;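 further: PTEN knockout HCT116 line with beta catenin targeted HCT116 as companion control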
GALR2 antag = antagonists of human galanin receptor 2 (GALR2); GALR2-expressing cells, antagonist mode; inhibition, % at 4 µM; actives 0.39% (n = 140,000); AID 828; in the data active means inhibition above about 27%;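 further: cells stimulated with galanin 1-16 at roughly its EC80; 0% = agonist challenge control and 100% = basal control without agonist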
Target sequence (O43603 whole entry, looked up): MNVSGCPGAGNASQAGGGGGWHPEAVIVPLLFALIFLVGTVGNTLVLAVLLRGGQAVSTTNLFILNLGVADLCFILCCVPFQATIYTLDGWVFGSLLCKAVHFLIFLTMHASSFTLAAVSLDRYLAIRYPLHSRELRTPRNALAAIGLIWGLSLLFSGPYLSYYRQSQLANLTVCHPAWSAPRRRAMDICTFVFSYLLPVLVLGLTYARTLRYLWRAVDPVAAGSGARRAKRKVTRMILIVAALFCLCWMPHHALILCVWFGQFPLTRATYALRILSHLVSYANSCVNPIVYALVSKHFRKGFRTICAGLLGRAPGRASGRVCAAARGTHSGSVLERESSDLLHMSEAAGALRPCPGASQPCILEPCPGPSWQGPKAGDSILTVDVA
Yeast growth inh = reduces growth of yeast BB579 in restrictive medium | AID 804 | inhibition, % at 10 µM | actives 0.51% (n = 140,000) | S. cerevisiae BB579 growth, OD615, 48 h;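 active means inhibition above a set limit, 3 SD over the mean compound inhibition, cut at about 44% in these data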; further: inactives centre near -24
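Test system: DeaD yeast strain BB579 / Buffer or medium: restrictive glucose-based CSMM-D medium / Doses: single 10 µM dose / Schedule: 4 h cell preincubation, 48 h compound exposure, 30 °C humidified / Technique: culture absorbance at 615 nm / Controls: amphotericin B positive control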
Yeast lifespan up = extends the lifespan of yeast. S. cerevisiae growth with nicotinamide, OD615; deaD strain in restrictive glucose medium. inhibition of the nicotinamide effect, % at 10 µM. actives 0.68% (n = 130,000);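 active means inhibition above a set limit, placed 3 SD over the median of all compounds, cut at about 26% in these data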;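 further: 0% = nicotinamide-treated wells and 100% = cells grown without nicotinamide; some compounds called inactive have numbers as strong as hits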
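Assay system: engineered S. cerevisiae DeaD replicative-lifespan strain, galactose-grown log-phase cells; Buffer or medium: CSMM-D glucose medium, restrictive; Probe or stimulus: nicotinamide 1.5 mM; Compound: single dose 10 µM compound, 0.25% DMSO; Schedule: 4 h preincubation then 48 h treatment at 30 °C; Technique: OD615 measurement.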
NPY Y2 blocker = antagonists of human neuropeptide Y receptor Y2; P49146; NPY-Y2 expressing cells, antagonist mode; inhibition, % at 2.7 µM; actives 0.99% (n = 140,000); in the data active means inhibition above about 17%;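 further: 0% = vehicle with agonist challenge and 100% = reference antagonist with challenge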
Target sequence (P49146 whole entry, looked up): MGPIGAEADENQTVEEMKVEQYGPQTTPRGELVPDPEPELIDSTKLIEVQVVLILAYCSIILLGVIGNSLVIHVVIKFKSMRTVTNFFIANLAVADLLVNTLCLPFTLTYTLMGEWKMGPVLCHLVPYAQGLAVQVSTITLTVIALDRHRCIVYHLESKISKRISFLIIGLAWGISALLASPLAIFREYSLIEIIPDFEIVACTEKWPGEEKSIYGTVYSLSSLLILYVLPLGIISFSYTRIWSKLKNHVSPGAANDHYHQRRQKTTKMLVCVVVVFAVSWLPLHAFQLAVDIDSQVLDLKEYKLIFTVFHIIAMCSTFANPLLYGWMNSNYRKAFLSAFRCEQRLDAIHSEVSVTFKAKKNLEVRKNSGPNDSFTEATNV
MRP-1 activ = activators of MRP-1; viability increase, % at 10 µM; actives 0.61% (n = 140,000); AID 799; H69AR cells + doxorubicin, viability rescue, CellTiter-Glo;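 active means viability gain under doxorubicin at or above a set limit, the compound median plus 3 SD, cut at about 4.7% in these data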;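 further: MRP-1 overexpressing cells given doxorubicin 25 µM after compound pretreatment; 18-22 h compound pretreatment then 72 h with doxorubicin before readout; 0% = doxorubicin-only wells and 100% = vehicle-treated cells without doxorubicin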
Phagocyt inh = blocks phagocytosis by macrophages | actives 0.07% (n = 110,000) | AID 1029 | inhibition, % at 5 µM | J774A.1 macrophage IgG-bead phagocytosis, imaging;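 active means inhibition above the mean of the plate negative controls plus 5 SD, cut at about 13% in these data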;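 further: phagocytic index as fraction of beads internalized from green versus red external bead signal; plate controls were DMSO negative control for no effect and cytochalasin-D positive control for full effect; some results beyond the cut were filed as inactive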
Numbers without * were called inactive; / = not tested or not shown; & = joins results of further samples.

canonical_smiles	Measles CPE	bCat KO growth	E-sel TNF inh	PTEN del growth	GALR2 antag	Yeast growth inh	Yeast lifespan up	NPY Y2 blocker	MRP-1 activ	Phagocyt inh
O=C(NCC1CCCO1)C1CC(=O)N(c2ccc(F)c(Cl)c2)C1 (centres undefined)	8	105	14	105	3	6	-1	0	-0.9	0
CCOC(=O)c1c(CSc2nc(C)cc(C)c2C#N)n(C)c2cc(Br)c(OC(C)=O)cc12	6	30	/	38	9	-33	3	1	-3.1	-6
COc1ccc(CCNC(=O)Cn2c(=O)cnc3ccccc32)cc1	14	35	/	43	2	-38	-7	-1	-3.0	0
Fc1ccc(C2CC(c3ccccc3)Nc3ncnn32)cc1 (centres undefined)	8	83	1	92	-10	-5	-7	-2	-1.5	0
CCOC(=O)c1c(NC(=O)CN2C(=O)NC3(CCC(C)CC3)C2=O)sc(C)c1-c1ccc(C)cc1 (centres undefined)	13	49	/	57	-2	-41	4	3	-1.9	4
CC(=O)OCC#CCSc1nc2ccccc2n1C	3	98	27	93	-9	-49	-2	0	-0.6	-2
CCOc1ccc(Cc2nn[nH]n2)cc1	1	86	-10	83	18	-31	-3	5	-2.1	0
Cc1cccc(C(=O)N[C@H](C(=O)Nc2nccs2)C(C)C)c1	19	87	/	87	-4	8	-3	0	-1.2	-16
Cc1ccccc1OCCN1C(=O)NC2(CCc3ccccc32)C1=O (centres undefined)	12	101	-30	89	4	-30	-8	4	-1.5	-1
CC(C)(CO)Nc1nc(Nc2ccccc2)nc(Nc2ccccc2)n1	14	81	0	85	-3	-39	/	4	-0.1	/
COc1cc2c(cc1OC)C(C(=O)Nc1ccc3c(c1)OCCO3)C1c3ccccc3CCN1C2=O (centres undefined)	10	100	10	99	8	-30	-8	0	-4.2	/
O=C(CSc1nccn1-c1ccc(F)cc1)Nc1ccc2c(c1)OCO2	4	98	15	86	2	-47	-10	8	0.7	/
O=C(Oc1ccc2c(c1)OCO2)c1ccncc1	25	93	/	95	11	-58	1	1	-2.2	-1
CN(C)c1ccc([C@@H]2[C@@H]([N+](=O)[O-])[C@H]3C=Cc4ccccc4N3[C@H]2C(=O)c2ccc(Cl)cc2)cc1	6	8	-17	7	7	-9	32*	2	-3.4	-7
O=C(Oc1ccc2c(c1)CCC2)N1CCOCC1	14	99	-1	105	15	-70	-8	1	0.9	/
CC(=O)NC(CCS(C)(=O)=O)C(=O)Nc1c(C)cccc1C (centres undefined)	21	105	8	104	4	8	-6	0	0.1	2
O=C(CN1CC(=O)Oc2ccccc21)OCC(=O)c1cccc(Br)c1	3	83	5	89	-7	-32	2	0	-1.7	2
Cc1ccc(-c2[nH]c3ccccc3c2C(C[N+](=O)[O-])c2ccco2)cc1 (centres undefined)	4	56	-6	43&55	11	-1	-8	2	-0.7	2
O=C(CSCc1ccccc1)N/N=C/c1cc2c(cc1Br)OCO2	20	74	/	78	4	-27	6	13	1.3	-7
Cc1ccc(C)c(NC(=O)CCN2CC(C)OC(C)C2)c1 (centres undefined)	5	94	16	89	1	-33	1	2	-3.2	0
O=C(CC1Oc2ccccc2NC1=O)NCCCN1CCCC1=O (centres undefined)	23	96	3	87	-3	42	-10	0	-2.4	0
OCCCCNCc1ccc(OCc2ccc(Cl)cc2Cl)cc1	/	1.8*	22	1.6*	-13	8	-21	10	-3.2	0
CCCn1nnnc1NC(=O)c1ccc(C)cc1Cl	1	110	22	92	1	-39	1	2	-2.8	/
Cc1ccccc1NC1=C(Cl)C(=O)OC1OC(C)C (centres undefined)	6	102	/	107	5	-30	-5	-5	-1.2	0
OCCn1c(SC2CCCCC2)nc2ccccc21	9	99	3	83	1	-2	-16	2	-4.1	-3
CN(C)/C=C(/C(=O)c1ccc(Cl)cc1)S(=O)(=O)c1ccccc1	2	81	-13	87	1	-17	-1	2	2.2	-1
CC12CCC(C(=O)Nc3cccnc3)(CC1=O)C2(C)C (centres undefined)	3	106	-7	110	-1	-29	-4	0	-1.1	0
COc1ccc(NC(=O)CCCc2c[nH]c3ccccc23)cc1OC	7	86	-26	77	-2	-22	2	1	-3.5	-7
O=C1NCCN1Cc1ccccc1F	40*	86	20	89	4	-20	-10	1	-0.6	/
CC[n+]1c(-c2ccc(C)cc2)csc1Nc1c(C)n(C)n(-c2ccccc2)c1=O	30*	83	/	78	3	-33	-2	1	-1.8	-9

canonical_smiles	Measles CPE	bCat KO growth	E-sel TNF inh	PTEN del growth	GALR2 antag	Yeast growth inh	Yeast lifespan up	NPY Y2 blocker	MRP-1 activ	Phagocyt inh
Cc1ccccc1NC(=O)Nc1ccccc1C(=O)NCc1ccccc1	11	101	-27	93	9	-32	-7	2	-1.1	-3
Nc1cccc2nc3ccccc3cc12	3	4.0*	/	3.2*	-13	59*	-5	-5	-4.2	/
Cc1ccc(S(=O)(=O)N2CCC(=O)N(C(COCc3cccc(C)c3)C(C)C)CC2)cc1 (centres undefined)	6	80	-13	76	-11	-40	6	4	-1.6	/
O=C(NCc1nnc(SC/C=C/c2ccccc2)o1)c1ccco1	2	99	9	103	-5	-42	-6	2	0.2	-1
Cc1onc(-c2ccccc2)c1C(=O)Nc1ccc2c(C)cc(=O)oc2c1	10	78	-49	83	7	-13	-21	4	-0.7	0
COc1ccc(NC(=O)CSc2nncn2C)cc1OC	28	94	-10	81	2	-44	/	1	0.9	/
CCCCCn1c2nc3ccccc3nc2c2c(=O)n(CC(C)C)cnc21	13	94	-16	97	-16	-2	-7	1	-0.8	0
CC(=O)c1cccc(NC(=O)CSCc2ccccc2)c1	5	108	12	99	-6	-33	-27	1	-3.1	-1
CC(C)(C)c1ccc(OCC(=O)N/N=C/c2ccsc2)cc1	3	101	/	110	-5	1	-8	4	0.4	-7
O=C(Cn1c(=O)oc2cc(S(=O)(=O)N3CCc4ccccc43)ccc21)NC1CCCC1	15	54	/	61	-5	-48	-11	-2	-2.3	-1
COc1ccc(N2CCN(c3ccc(N)cc3C#N)CC2)cc1	4	97	38	116	7	-44	-11	1	-1.6	4
CCOC(=O)C1CCN(S(=O)(=O)c2c(C)n[nH]c2C)CC1	2	78	35	83	5	-42	-26	1	-1.4	0
COC(=O)CN1C(=O)Nc2ccc(Br)cc2C1c1ccccc1Cl (centres undefined)	9	45	-6	51	-1	15	-8	-1	-0.8	0
CC(Oc1ccccc1Cl)C(=O)N(Cc1ccco1)C1CCS(=O)(=O)C1 (centres undefined)	2	86	18	95	1	-44	-1	0	-2.6	-1
Cc1nn(C)c(C(=O)N/N=C/c2cc3c(cc2Br)OCO3)c1Br	21	101	/	93	-1	-54	2	4	0.1	-5
O=C(Nc1cccc(Cl)c1)OCCN1CCN(Cc2ccccc2)CCC1=O	2	61	/	64	5	-39	-7	3	-0.6	/
COc1ccc(NC(=O)CN2CCC(NC(=O)C3CCCCC3)CC2)cc1	3	101	/	102	5	-15	-13	1	-3.8	2
COc1ccc(OC)c(NC(=O)c2cccnc2Sc2cc(C)ccc2C)c1	7	83	11	81	-11	-29	2	3	-0.3	-8
Cc1cccc(-n2c(Cc3cc(=O)[nH]c(=O)[nH]3)nnc2SCC(=O)NCC2CCCO2)c1 (centres undefined)	29	89	/	97	11	-17	-5	-2	-1.0	0
CSc1cccc(NC(=O)CN(c2cc(C)ccc2C)S(C)(=O)=O)c1	15	76	0	68	11	-21	-12	0	-1.9	-1
CCOc1ccccc1NC(=O)CSc1nnc2c(CC)c(C)nc(N)n12	11	103	7	91	-6	-13	-8	0	-0.4	-1
Cc1ccc(NS(=O)(=O)c2ccc(C(=O)N3CCCN(C)CC3)cc2)cc1	43	99	-38	103	-1	-28	-3	0	-1.4	/
Cn1cc([N+](=O)[O-])c(C(=O)NCc2cc3ccccc3[nH]2)n1	10	93	-6	94	12	-52	3	2	-1.3	0
N#CC(C#N)=C1C=CC=CN1/C(=C\c1ccco1)C(=O)c1ccc(-c2ccccc2)cc1	0	1.7*	93*	1.5*	28*	-14	-3	7	-5.9	-1
COc1ccc(C(=O)N/C(=C/c2cccs2)C(=O)NCCCn2ccnc2)cc1OC	4	97	-27	99	3	-21	-11	22*	-1.5	/
COc1ccc(/C=C\C(=O)Oc2cccc(/C=N/NC(=O)Cc3ccc(OC)c(OC)c3)c2)cc1	2	77	1	83	7	-32	-3	7	2.4	-11
CSc1nc(-c2ccccc2)nc(N)c1C(C)=O	10	83	/	71	0	-37	-15	9	-0.4	0
Cc1ccc(NC(=O)CSc2nnc(-c3cccnc3)s2)cc1	/	85	/	97	-1	-21	-1	0	-1.9	-3
COc1ccc2c(C)cc(Sc3nnnn3-c3ccccc3)nc2c1	53*	95	/	92	8	2	-3	12	-4.7	-11
COc1ccc(Oc2nc3c(c(=O)n(C)c(=O)n3C)n2Cc2cccc(OC)c2)cc1	8	78	/	85	-7	-36	-26	1	-4.3	2

canonical_smiles	Measles CPE	bCat KO growth	E-sel TNF inh	PTEN del growth	GALR2 antag	Yeast growth inh	Yeast lifespan up	NPY Y2 blocker	MRP-1 activ	Phagocyt inh
CC(=O)c1c(C)[nH]c(C(=O)OCC(=O)Nc2cc(C)on2)c1C	7	89	27	91	8	-39	-6	1	-3.5	-2
COc1ccc(Br)cc1S(=O)(=O)N1CCCC1	23	101	0	92	-9	-29	/	9	-2.9	/
CCOC(=O)C1=C(N)OC2=C(C(=O)CC(C)(C)C2)C1c1cccnc1 (centres undefined)	8	89	-48	107	1	-35	-19	2	-2.2	-1
O=C(c1ccccc1)N1CCN(c2ccc(Cl)cc2)CC1	5	84	/	88	-12	-16	-12	1	0.8	-1
Cn1c(=O)c(-c2ccccc2N)nc2ccccc21	14	103	-17	108	15	-44	-10	2	-1.3	-3
CCNc1ccc(S(N)(=O)=O)cc1[N+](=O)[O-]	15	90	57	100	-8	-8	7	2	-1.3	-9
O=C1C2C3C=CC(C4CC34)C2C(=O)N1/N=C/c1cccs1 (centres undefined)	5	95	/	88	-6	-41	12	3	-1.7	-2
CC1C/C(=C\c2cccnc2)C(=O)/C(=C/c2cccnc2)C1 (centres undefined)	0	2.7*	8	2.1*	36*	-4	70*	3	-4.5	-9
Cc1nn(CCCC(=O)NCc2ccc(F)cc2)c(C)c1[N+](=O)[O-]	3	100	/	99	-1	-54	7	0	-0.8	-4
CCS(=O)(=O)c1ccc2oc(Nc3ccccc3C)nc2c1	4	97	-14	79	-16	-7	-18	2	-0.4	-2

GALR2 antag: hit marks shown above.
| SMILES | Measles CPE | E-sel TNF inh | GALR2 antag | Yeast growth inh | Yeast lifespan up | NPY Y2 blocker | Phagocyt inh |
| --- | --- | --- | --- | --- | --- | --- | --- |
| N#CC(C#N)=C1C=CC=CN1/C(=C\c1ccco1)C(=O)c1ccc(-c2ccccc2)cc1 | 0 | 93* | 28* | -14 | -3 | 7 | -1 |
| CC1C/C(=C\c2cccnc2)C(=O)/C(=C/c2cccnc2)C1 (centres undefined) | 0 | 8 | 36* | -4 | 70* | 3 | -9 |
